High-throughput results (PubChem BioAssay)
TEAD-YAP block: TEAD-YAP interaction inhibition | HEK-TIYL cells, TEAD-Gal4/YAP UAS-luciferase luminescence | inhibition, % at 9.12 µM | 640,000 compounds, 1.4% hits | AID 1259422; in the data active = inhibition above about 32%;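 note: 0% = median of test compound wells and 100% = reference inhibitor wells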
GPR151 ag: human GPR151 activation; activation, % at 11.2 µM; Q8TDV0; 650,000 compounds, 1% hits; PathHunter beta-arrestin GPR151 cells, luminescence; in the data active = activation above about 4.9%;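 note: 0% = median of compound wells and 100% = cells with positive control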
FBW7 activator: activators of human E3 ligase FBW7; Q969H0; AlphaScreen FBW7–phospho-cyclin E peptide binding, activator screen; normalized activity (activation), % at 26.1 µM; 650,000 compounds, 0.13% hits; AID 1259310; in the data active = normalized activity above about 1.9%;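 note: purified mutant Fbw7 with reduced substrate affinity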
Target sequence (Q969H0 whole entry, looked up): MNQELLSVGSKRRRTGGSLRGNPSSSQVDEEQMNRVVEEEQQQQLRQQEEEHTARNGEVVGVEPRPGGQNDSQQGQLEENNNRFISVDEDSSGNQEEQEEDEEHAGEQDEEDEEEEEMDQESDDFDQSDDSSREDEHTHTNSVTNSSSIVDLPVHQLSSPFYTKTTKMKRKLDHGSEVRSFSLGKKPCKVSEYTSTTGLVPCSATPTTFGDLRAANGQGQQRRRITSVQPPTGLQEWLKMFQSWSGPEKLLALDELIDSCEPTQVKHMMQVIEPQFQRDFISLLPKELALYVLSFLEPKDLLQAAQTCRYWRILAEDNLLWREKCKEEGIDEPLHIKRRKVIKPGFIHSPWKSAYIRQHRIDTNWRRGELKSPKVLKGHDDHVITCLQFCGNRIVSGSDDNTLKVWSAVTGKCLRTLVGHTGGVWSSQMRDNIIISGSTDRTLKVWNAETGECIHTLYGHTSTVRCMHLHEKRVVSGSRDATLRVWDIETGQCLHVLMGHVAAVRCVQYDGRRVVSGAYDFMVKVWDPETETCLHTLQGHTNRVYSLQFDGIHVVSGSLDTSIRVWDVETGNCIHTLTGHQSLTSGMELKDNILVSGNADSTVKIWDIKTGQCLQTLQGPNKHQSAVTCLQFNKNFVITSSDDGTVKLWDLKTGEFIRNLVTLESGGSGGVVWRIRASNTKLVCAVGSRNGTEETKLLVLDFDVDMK
MITF inh: inhibitors of human MITF | inhibition, % at 2.6 µM | AlphaScreen MITF homodimerization, bead proximity signal | 650,000 compounds, 0.91% hits | O75030 | AID 1259374; in the data active = inhibition above about 50%;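 note: 0% = vehicle wells with protein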
* = called active by the depositor. Outcome played no part in choosing rows; any-hit rate near 3.5%.

SMILES	TEAD-YAP block	GPR151 ag	FBW7 activator	MITF inh
CCCCCC1OCC2(CO)C(C)C=C(C)C1C2C (stereo not given)	0	-0.4	0.0	-4
Cc1cc(NC(=O)CSc2nc3ccccc3c(=O)n2CCCC(=O)NCCc2ccccc2)no1	-5	-0.4	0.0	2
Oc1ccccc1-c1nc(N/N=C/c2cccnc2)c2ccccc2n1	4	1.1	-0.2	1
COc1ccc(Nc2nc(C)cc(NCCc3ccccn3)n2)cc1	-6	-1.5	0.1	-3
Cc1cc(C)cc(NC(=O)CN(Cc2ccccc2)S(=O)(=O)c2ccc(Br)cc2)c1	-14	-0.5	0.0	-1
FC(F)(F)C1CCCN(c2nc(-c3cccnc3)nc3ccccc23)C1 (stereo not given)	9	2.4	-0.1	7
O=C(CSc1ncn[nH]1)Nc1ccc2cn[nH]c2c1	-12	-0.7	-0.1	3
CCCCS(=O)(=O)N1CCN(C2CCCCC2)CC1	9	0.6	0.0	-2
Cc1cnc(Nc2ccncn2)nc1NCc1ccccc1	12	2.7	-0.1	-7
COC(c1ccccc1)c1nnc(CCC(=O)NCc2ccc(C)s2)o1 (stereo not given)	-13	-0.1	0.1	10
O=C(CCCn1c(SCC(=O)c2ccccc2)nc2cc3c(cc2c1=O)OCO3)NCc1ccc2c(c1)OCO2	-2	0.3	-0.2	-6
CC(C(=O)Nc1nc2ccccc2s1)N1C(=O)c2ccccc2C1=O (stereo not given)	-7	9.7*	-0.1	2
C=CCOc1c(Cl)cc(/C=N\NC(=O)COc2cccc3cccnc23)cc1OC	-3	-0.1	0.1	-1
O=C(c1nn2c(c1Cl)NC(c1cccs1)CC2C(F)(F)F)N(Cc1ccccc1)Cc1ccccc1 (stereo not given)	6	0.8	-0.1	5
Cc1cc(=O)oc2c(C)c(OCc3ccccc3)ccc12	-39	1.6	0.0	0
Clc1nc(N2CCCCC2)nc(N2CCCCC2)n1	-6	-1.1	0.1	14
Cc1cc(C)c(N2C(=O)c3ccc(-c4nc5ccccc5c(=O)o4)cc3C2=O)c(C)c1	0	0.3	0.0	14
CC(=O)Nc1ccccc1-c1nc2ccc(C(=O)NCc3ccccc3)cc2[nH]c1=O	9	3.1	0.7	20
N#C/C(=C\c1ccc(C(=O)O)cc1)C(=O)NCCc1ccccc1	-1	-0.5	-0.2	15
CC(CO)NCC12CC3CC(CC(C3)C1)C2 (stereo not given)	8	-0.7	0.3	18
CN1CCOc2cc(/C=C3\C(=O)Nc4ccccc43)ccc21	-59	-4.4	-0.5	17
O=C(O)CNCc1c(Cl)cccc1Cl	3	-0.8	-0.1	-1
Cc1ccc(C2(C)NC(=O)N(CC(=O)Nc3sc4c(c3C(N)=O)CCC4)C2=O)cc1 (stereo not given)	-4	-0.9	-0.2	-2
COC(=O)C(O)(CC(=O)Nc1cccc(SC)c1)C(F)(F)F (stereo not given)	-3	0.7	0.1	4
CCS(=O)(=O)N1CCCC(C(=O)N2CCc3ccccc3C2)C1 (stereo not given)	4	0.4	0.2	5
Cc1ccc(NC(=O)C(NS(=O)(=O)c2ccc3c(c2)oc(=O)n3C)C(C)C)cc1 (stereo not given)	5	3.1	0.0	7
Cc1sc2nc(CSc3n[nH]c(N)n3)[nH]c(=O)c2c1C	-3	-0.4	-0.2	0
CCCCS(=O)(=O)C(=C(Nc1ccc(CC)cc1)Nc1ccc(CC)cc1)S(=O)(=O)CCCC	2	1.5	0.0	3
CCOc1cccc2sc(N(Cc3ccccc3)C(=O)c3ccco3)nc12	4	-0.2	-0.1	-14
CCC(CC)C(=O)N1CCCC(c2nc3c(nnn3Cc3ccccc3)c(=O)[nH]2)C1 (stereo not given)	6	-0.4	0.4	13
COc1ccc(OC)c(C(=O)COC(=O)CCC(=O)c2cccs2)c1	-8	0.8	0.0	-15
NS(=O)(=O)c1ccc(N/N=C/c2cc(Cl)cc(Cl)c2O)cc1	-11	-2.4	0.2	13
O=C(CN1C(=O)NC(Cc2c[nH]c3ccccc23)C1=O)Nc1ccc2ccccc2c1 (stereo not given)	6	1.1	0.3	11
COc1ccc(/C=N/NC(=O)CNC(=O)c2cc(OC)c(OC)c(OC)c2)cc1OC	-2	-0.2	0.3	10
CCOc1cc(/C=C(\C#N)c2nc3ncc(Br)cc3[nH]2)ccc1O	0	1.9	0.0	-5
O=c1c2cc(N3CCOCC3)ccc2nc(SCc2cc(=O)n3cc(Cl)ccc3n2)n1Cc1ccccc1	-6	0.6	-0.1	-3
C#CCOc1ccc(Br)cc1C=O	9	-1.0	0.1	8
COC(=O)c1ccc(NC(=O)c2ccccc2CCc2ccccc2)cc1	-7	0.0	0.2	-16
O=C(Nc1c2c(nn1-c1ccccc1)CS(=O)(=O)C2)c1ccc2ccccc2c1	-5	1.4	-0.1	-2
O=C1CC(N2CCOCC2)C(=O)N1c1ccc([N+](=O)[O-])cc1 (stereo not given)	-12	-0.3	-0.1	-4
O=C1c2ccccc2C(=O)C12OC(c1ccc(F)cc1)C1(C(=O)c3ccccc3C1=O)C2c1ccc(Cl)cc1 (stereo not given)	6	2.2	-0.1	11
Cc1cc(C)n(C(=O)/C=C/c2cccs2)n1	3	0.7	0.1	5
O=C(/C=C/c1ccc2c(c1)OCO2)Nc1ccc2ccccc2c1	-64	-0.2	-0.2	-1
O=C(CCCCCN1C(=O)c2ccccc2C1=O)Nc1ccccc1	-8	-0.2	0.0	3
CCOC(=O)/C(=C(/O)C(C)Cl)c1nc(C)cs1 (stereo not given)	9	0.4	0.0	4
N#CCOC(=O)C1c2ccccc2Oc2ccccc21	-8	1.8	0.4	13
COCCN(Cc1cccc(OC)c1)C(=O)c1nc2ccc(-c3ccncc3)cc2s1	-16	-0.9	-0.3	3
Cc1ccc(-c2csc(/C(C#N)=C\Nc3ccc(S(N)(=O)=O)cc3)n2)cc1	9	2.4	2.7*	6
COc1ccc(C2=N/C(=C\c3ccccc3F)C(=O)O2)cc1	-7	-0.2	-0.1	3
CN(CCO)c1nc(-c2ccccc2)c2cc(Cl)ccc2n1	-4	0.1	0.4	-6
CC(=C/c1ccccc1)/C=N/NC(=O)c1ccccn1	-7	-3.0	-0.1	19
O=C(COc1ccc(Br)cc1Cl)Nn1cnnc1	-3	2.2	0.2	12
Cc1cc(C)c(NC(=O)CN(C)S(=O)(=O)c2ccc3c(c2)C(C)(C)C(=O)N3C)c(C)c1	15	-0.6	0.2	10
C/C(=N\NC(=O)Cc1ccc(Cl)cc1)c1ccc(F)cc1	5	1.0	0.1	-6
Cc1cc(C(=O)N/N=C/c2ccccc2C(F)(F)F)c(C)o1	-20	-1.6	0.2	15
CNC(=O)CSc1nnnn1-c1cccc(C(=O)OC)c1	-1	0.5	0.0	3
CCn1cc(C(=O)NCc2cccnc2)c(=O)c2ccc(C)nc21	2	1.2	-0.1	10
CC1=NN(Cc2cc(C(C)(C)C)c(O)c(C(C)(C)C)c2)C(C)(C)C1	2	-0.5	0.2	12
CC1=C(C(=O)Nc2cccc(C)c2C)C(c2ccc(Cl)cc2Cl)NC(=O)N1 (stereo not given)	7	-0.5	0.1	0
COCC(=O)N(C)C(Cc1ccc(F)cc1)C1CCN(C(=O)C2CCCCN2C)CC1 (stereo not given)	-17	0.6	0.2	1

Carrying on:
SMILES	TEAD-YAP block	GPR151 ag	FBW7 activator	MITF inh
O=C(COc1ccc(Cl)c(Cl)c1)NC(Cc1ccccc1)C(=O)O (stereo not given)	10	1.2	-0.1	0
CC(C)(/C=N/NC(=O)c1ccncc1)CO	-6	-2.7	0.0	11
CCOc1ccc(Nc2nccc(-c3ccc(S(C)(=O)=O)cc3)n2)cc1	4	-1.2	0.8	5
Cc1cccc(CC(=O)Nc2cnn(-c3cccc(C(=O)Nc4cccc(C)n4)c3)c2)c1	-3	-0.5	-0.1	3
COCCCn1c(C)cn2c3c(=O)n(C/C=C/c4ccccc4)c(=O)n(C)c3nc12	-5	-0.8	-0.2	-13
OCCNc1cc(N2CCc3ccccc3C2)ncn1	-54	1.0	0.4	13
COc1ccc(CNC(=O)c2ccc3c(=O)n(CCC4=CCCCC4)c(=S)[nH]c3c2)cc1	0	-1.2	0.0	7
COc1ccc(-c2ccc(C(=O)Nc3cc(OC)c(OC)c(OC)c3)s2)cn1	-1	-0.1	0.7	6
CNC(=S)NNc1ccc(S(N)(=O)=O)cc1[N+](=O)[O-]	-2	1.1	0.0	-1
CCN(CC)S(=O)(=O)c1cc(NC(=O)CSc2nnc(N)s2)ccc1C	-4	3.3	0.1	2
CC1CN(C(=S)Nc2ccc(Br)cc2)CC(C)O1 (stereo not given)	8	0.0	0.0	8
O=C(NNC(=O)c1ccc(SCc2ccccc2F)c([N+](=O)[O-])c1)c1ccncc1	-10	0.8	0.0	5
COc1ccccc1C(=O)Nc1ccc2oc(-c3cc(Br)ccc3Cl)nc2c1	18	-0.2	-0.2	14
Cc1nc(CSc2nc(C3CC3)n(-c3ccccc3)n2)cs1	-2	0.6	0.0	14
CCOc1ccc2nc(NCCNC(=O)c3ccc(OC)cc3)c(C#N)cc2c1	-2	-0.3	0.2	3

Compound profiles, as listed above:
`O=C(COc1ccc(Cl)c(Cl)c1)NC(Cc1ccccc1)C(=O)O` (stereo not given) is listed with TEAD-YAP block = 10; GPR151 ag = 1.2; FBW7 activator = -0.1; MITF inh = 0
`Cc1cccc(CC(=O)Nc2cnn(-c3cccc(C(=O)Nc4cccc(C)n4)c3)c2)c1` is listed with TEAD-YAP block = -3; GPR151 ag = -0.5; FBW7 activator = -0.1; MITF inh = 3
`O=C(NNC(=O)c1ccc(SCc2ccccc2F)c([N+](=O)[O-])c1)c1ccncc1` is listed with TEAD-YAP block = -10; GPR151 ag = 0.8; FBW7 activator = 0.0; MITF inh = 5

The listing picks up; the six compounds before the break are reprinted first.
SMILES	TEAD-YAP block	GPR151 ag	FBW7 activator	MITF inh
CCN(CC)S(=O)(=O)c1cc(NC(=O)CSc2nnc(N)s2)ccc1C	-4	3.3	0.1	2
CC1CN(C(=S)Nc2ccc(Br)cc2)CC(C)O1 (stereo not given)	8	0.0	0.0	8
O=C(NNC(=O)c1ccc(SCc2ccccc2F)c([N+](=O)[O-])c1)c1ccncc1	-10	0.8	0.0	5
COc1ccccc1C(=O)Nc1ccc2oc(-c3cc(Br)ccc3Cl)nc2c1	18	-0.2	-0.2	14
Cc1nc(CSc2nc(C3CC3)n(-c3ccccc3)n2)cs1	-2	0.6	0.0	14
CCOc1ccc2nc(NCCNC(=O)c3ccc(OC)cc3)c(C#N)cc2c1	-2	-0.3	0.2	3
CC1=NN(c2ccccc2)C(=O)C1C=C1C(=O)N(C)C(=O)N(C)C1=O (stereo not given)	1	1.5	-0.8	-12
O=C(Nc1cccc(S(=O)(=O)c2cccc(NC(=O)C(F)(F)F)c2)c1)C(F)(F)F	-5	0.1	0.1	-8
COc1ccc(C(=O)N/C(=C\c2ccc(F)cc2)C(=O)Nc2cc(Cl)ccc2C)cc1	-8	-0.9	0.0	6
O=C1CC(c2ccccc2)Cc2nc(NCc3ccco3)ncc21 (stereo not given)	-13	1.5	0.3	-10
CC1(C)CC(NCC(=O)N2c3ccccc3Sc3ccc(C(F)(F)F)cc32)CC(C)(C)N1	-4	0.9	0.7	-9
CC(=O)N1CC(=O)c2cc(Br)ccc21	15	0.8	-1.1	0
Nc1c(C(=O)Nc2ccc3c(c2)OCCO3)sc2nc3cc4c(cc3cc12)OCCO4	-77	-0.1	0.1	11
CC(C)CC1c2[nH]c3ccccc3c2CCN1C(=O)Cn1cncn1 (stereo not given)	-6	-0.6	-0.1	-2
O=C1N(Cc2cccc(Cl)c2)C[C@@H]2C[C@@H](c3ccccn3)N3CCC[C@@]123	-1	-0.9	0.1	-21
CCN1CCN(C(c2cccs2)C(C)NC(=O)c2ccccc2)CC1 (stereo not given)	-5	0.5	-0.1	21
Cc1nc(SCC(=O)Nc2ccccn2)c2c3c(sc2n1)CCCC3	4	0.7	0.1	-2
O=[N+]([O-])c1cc(-c2nc(-c3ccccc3)c(-c3ccc(Oc4ccccc4)cc3)[nH]2)ccc1Br	1	2.0	-0.2	-5
COc1cccc2sc(=NC(=O)c3ccccc3NS(=O)(=O)c3ccc(C)cc3)n(C)c12	2	-0.1	-0.1	11
CCOc1ccc(C(=O)Nc2ccc3nn(-c4cccc(C(F)(F)F)c4)nc3c2)cc1Br	-5	0.6	-0.2	-7
O=C1N(CC2CCCCO2)CCN1c1ccc(F)c(Cl)c1 (stereo not given)	-10	-1.2	0.1	-2
CC(C)CNS(=O)(=O)c1ccc(CCC(=O)NC2CCCC2)cc1	-1	1.2	-0.2	2
CCOc1ccc(S(=O)(=O)N(CC(=O)N(C)C)c2ccc(F)cc2)cc1	14	2.1	0.0	5
CCOC(=O)c1c(NC(=O)C(C)Sc2nnc(CNC(=O)c3ccc(OC)c(OC)c3)n2-c2ccccc2OC)sc2c1CCC2 (stereo not given)	6	0.6	0.4	4
CCCS(=O)(=O)NCC1CC(=O)N(c2ccc(F)cc2)C1 (stereo not given)	-22	1.0	-0.1	0
O=C(/C=C/c1cccc(Cl)c1)N1CCN(c2ccc([N+](=O)[O-])cc2)CC1	7	1.5	-0.2	0
CC(/C=C/c1ccccc1F)=N\NC(=O)c1cccc(F)c1	-53	-2.2	0.7	-11
COc1ccc(Cc2nc(N)nc(N)n2)cc1	-8	-0.9	-0.4	-8
CC(C)CC1NC(=S)N(C2CCCCC2)C1=O (stereo not given)	5	-1.5	0.0	6
CC(C)N(CCNc1nc(NCCCN2CCCC2=O)nc2c1ncn2-c1ccccc1)C(C)C	16	0.1	-0.2	7
